NRP1-CendR mod – alters CendR peptide binding to human NRP-1. O14786. FAM-RPARPAR peptide binding to NRP-1, fluorescence polarization. inhibition, % at 25 µM. 0.85% of 360,000 active. AID 602438;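 active = inhibition or corrected inhibition above about 18%, plus a signal ratio from 0.5 to 1.5, limit read from the data, passing the limit was not always enough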; note: strong numbers were not always called active
Scp1 inh – blocks human Scp-1 phosphatase activity. Recombinant Scp1, phosphopeptide, malachite green phosphate absorbance. inhibition, % at 20 µM. 0.88% of 340,000 active;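 active = inhibition above about 50% at 20 µM, limit read from the data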;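 note: plate controls were DMSO wells with enzyme for no effect and wells lacking enzyme for full effect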
Target sequence (Q9GZU7 76-261 limits assumed): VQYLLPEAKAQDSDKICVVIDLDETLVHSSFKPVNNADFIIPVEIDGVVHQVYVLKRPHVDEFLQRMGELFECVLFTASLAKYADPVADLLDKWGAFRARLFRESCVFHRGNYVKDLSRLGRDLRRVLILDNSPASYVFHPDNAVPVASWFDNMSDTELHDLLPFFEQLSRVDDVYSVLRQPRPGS
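Assay system: SCP-1 catalytic fragment, aa 76-261 | Buffer or medium: Tris acetate buffer pH 5.5 with MgCl2 and Tween-20 | Compound: One concentration, 20 µM, with 1.0% DMSO | Also added: Phospho 17-mer peptide substrate | Signal: Absorbance at 630 nm | Incubation: 45 min enzyme reaction at room temperature | Measure: % inhibition of SCP-1 phosphate liberation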
SUMO1-SIM PPI – modulators of human SUMO1-mediated protein-protein interactions. 0.33% of 360,000 active. SUMO1 binding to a labelled peptide, TR-FRET, 1 h. inhibition, % at 20 µM; in the data active = inhibition above about 37%
Target sequence (P63165 whole entry, looked up): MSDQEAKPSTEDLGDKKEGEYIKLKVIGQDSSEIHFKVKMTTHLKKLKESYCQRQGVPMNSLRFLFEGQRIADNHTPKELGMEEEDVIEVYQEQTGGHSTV
MsrA inh – inhibitors of bovine MsrA | purified bovine MsrA, absorbance read-out | inhibition, % at 15.5 µM | 0.75% of 360,000 active | AID 651718; in the data active = inhibition above about 4.5%;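 note: 0% = vehicle wells with enzyme and 100% = reference inhibitor wells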
eLon inh – inhibits E. coli Lon protease; P0A9M0; purified E. coli Lon protease, fluorescence polarization; inhibition, % at 7.94 µM; 0.42% of 360,000 active; in the data active = inhibition above about 13%, passing the limit was not always enough;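 note: 0% = enzyme with probe and DMSO and 100% = no enzyme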
DNMT1 block – DNMT1 (human) enzyme inhibition. P26358. DNMT1 molecular beacon, Hinp1I cleavage, fluorescence. inhibition (reported as % activation of signal), % at 10 µM. 0.83% of 360,000 active; in the data active = inhibition above about 50%
STEP inh – inhibitors of human striatal-enriched phosphatase STEP | recombinant STEP, OMFP fluorogenic substrate, fluorescence | inhibition, % at 20 µM | 0.25% of 360,000 active;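 active = inhibition at 20 µM, scaled per plate between control wells, above about 37%, limit read from the data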;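 note: 0% = DMSO with enzyme and substrate and 100% = substrate only without enzyme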
Target sequence (P54829 whole entry, looked up): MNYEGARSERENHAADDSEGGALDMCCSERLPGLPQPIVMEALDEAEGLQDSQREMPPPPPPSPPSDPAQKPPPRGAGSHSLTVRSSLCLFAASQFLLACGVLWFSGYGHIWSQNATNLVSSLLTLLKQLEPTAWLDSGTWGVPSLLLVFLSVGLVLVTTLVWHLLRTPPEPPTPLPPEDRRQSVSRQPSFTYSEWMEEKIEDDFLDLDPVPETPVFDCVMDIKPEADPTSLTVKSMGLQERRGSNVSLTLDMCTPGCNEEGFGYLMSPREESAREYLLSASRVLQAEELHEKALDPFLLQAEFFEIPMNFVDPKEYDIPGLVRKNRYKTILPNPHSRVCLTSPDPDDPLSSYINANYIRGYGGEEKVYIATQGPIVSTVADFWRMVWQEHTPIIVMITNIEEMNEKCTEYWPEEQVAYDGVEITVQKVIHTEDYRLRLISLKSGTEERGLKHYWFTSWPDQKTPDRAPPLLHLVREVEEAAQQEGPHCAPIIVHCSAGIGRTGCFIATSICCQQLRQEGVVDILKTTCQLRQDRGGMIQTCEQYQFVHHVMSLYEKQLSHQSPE
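System: STEP (striatal-enriched tyrosine phosphatase) enzyme, cell-free; medium: Bis-Tris pH 6.0 buffer with DTT, detergent; dosing: 20 µM, 1% DMSO; times: reaction 20 min, ambient temperature; detection: fluorescence, 480/540 nm; read-out basis: normalized % inhibition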
MsrA act – activates bovine MsrA enzyme; purified bovine MsrA, absorbance read-out; activation, % at 10.6 µM; 0.3% of 360,000 active; AID 602163; in the data active = activation above about 7.5%;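 note: 0% = vehicle and 100% = reference activator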
LMPTP block – blocks human LMPTP phosphatase; P24666; recombinant LMPTP-A, OMFP fluorogenic substrate, fluorescence intensity; inhibition, % at 20 µM; 0.22% of 360,000 active; AID 651560;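 active = compounds that cut the enzyme signal by at least half of the control window in the single-dose screen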;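 note: plate controls were DMSO wells with enzyme plus substrate for no effect and substrate without enzyme for full effect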
Target sequence (P24666 whole entry, looked up): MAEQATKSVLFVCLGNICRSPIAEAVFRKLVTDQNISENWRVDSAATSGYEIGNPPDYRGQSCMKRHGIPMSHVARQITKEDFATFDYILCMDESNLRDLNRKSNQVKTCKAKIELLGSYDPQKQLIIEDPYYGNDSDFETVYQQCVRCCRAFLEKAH
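test system = LMPTP-A | amount = 0.625 nM LMPTP-A final | reagent = fluorogenic phosphatase substrate OMFP at 400 µM final | incubation = 50 min at room temperature | benchmarks = no-enzyme low control, uninhibited high control | medium = Bis-Tris pH 6.0, DTT, detergent | signal = fluorescence intensity of OMFP turnover product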
Tb MetRS inh – Trypanosoma brucei MetRS inhibition. purified T. brucei MetRS, ATP depletion, Kinase-Glo luminescence. inhibition, % at 11.9 µM. 0.4% of 360,000 active;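 active = inhibition above a per-plate cutoff of the control wells' mean inhibition plus 3 SD, cut at about 5.5% in these data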;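 note: 0% = DMSO wells median and 100% = median of wells with control inhibitor compound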
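System: purified T. brucei MetRS enzyme / Detection: Kinase-Glo luciferase luminescence reporting remaining unconsumed ATP / Medium: HEPES buffer with MgCl2, KCl, DTT, spermine, BSA, pyrophosphatase / Replication: singlicate, one well per compound / Evaluation: percent inhibition relative to median high and low control wells / Schedule: 2 h aminoacylation at 25 °C after 15 min preincubation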
The depositor's hits bear a star; / = not tested or not shown.

SMILES	NRP1-CendR mod	Scp1 inh	SUMO1-SIM PPI	MsrA inh	eLon inh	DNMT1 block	STEP inh	MsrA act	LMPTP block	Tb MetRS inh
COc1ccc(CN2CCC(CNC(=O)NC3CCCCC3)CC2)cc1	0	-1	-2	0.6	0	-2	-1	-4	0.1	0.0
CSCCC1NC(=O)C(C(C)=Nc2ccccc2)=C1O (centres undefined)	-12	-5	-6	1.8	-1	5	2	0	-0.7	-0.4
Cc1cccc(N(CC(=O)NCCSCc2ccccc2)S(C)(=O)=O)c1	4	31	1	-0.4	5	1	-2	-1	0.1	-0.9
O=C(C1=C[C@@H](c2csc3ccccc23)C[C@@H](OCc2ccc(CO)cc2)O1)N1CCN(Cc2ccc3c(c2)OCO3)CC1	-13	2	-4	0.5	-6	-17	2	-1	2.1	2.5
CC1(C)CC(=O)C=C(N2CCOCC2)C1	6	-10	4	0.5	1	-2	2	-2	1.0	-0.4
Cc1cc2cc3c(cc2nc1SCC(=O)O)CCC3	-3	8	3	0.2	4	11	-1	-1	-1.6	-0.2
COc1ccccc1Cc1c(-c2ccc(C)cc2)nc2cc(C)c(Br)c(C)n12	1	/	0	1.5	-6	/	/	-6	0.9	-1.0
CC(=O)Nc1ccc(NC(=O)c2ccnn2C)cc1	9	-6	4	1.0	7	2	-3	-2	-2.4	0.3
Cc1ccc(C2=Nc3ccccc3SC(c3cccc([N+](=O)[O-])c3)C2)cc1 (centres undefined)	8	-4	-3	0.9	1	0	2	7	4.3	-0.5
Nc1cc([N+](=O)[O-])ccc1OCc1ccccc1	11	-8	-32	1.4	-5	-5	0	-4	-1.1	0.4
O=C(Nc1ccccc1)c1ccncc1	10	-4	2	-0.6	5	-1	2	-1	-0.7	0.0
O=C(NCC1CCCCC1)c1cccnc1	1	-2	0	-0.7	12	2	0	-3	-1.5	1.0
O=C(Nc1ccc2c(c1)OCO2)c1cccc2c1C(=O)N(Cc1cccnc1)C2	2	31	19	1.4	4	13	2	0	2.6	-0.6
CC(=O)SCCC(=O)N1C(C)CCCC1C(=O)O (centres undefined)	6	-2	-1	-0.3	-6	0	-5	-11	0.0	-1.2
CC1CCCC(C)N1S(=O)(=O)c1ccc(NC(=O)CNCC2CCCO2)cc1 (centres undefined)	11	-3	-3	-1.0	-1	0	0	-3	-1.3	-0.3
CN(C(=O)COC(=O)c1cccc(F)c1)c1ccccc1	-3	-7	2	-1.8	4	1	1	-1	-0.2	0.1
Cc1c(F)cccc1NC(=O)c1ccc2c(c1)CCN2S(C)(=O)=O	6	-2	2	-0.7	0	0	1	0	-1.4	-1.2
CCCNC(=O)Cn1nc(C(F)(F)F)c2c1CCCC2	4	-7	2	-1.0	0	6	7	-2	-1.0	-0.2
CCc1ccc(NC(=O)CCC(=O)N2CCSc3ccccc32)cc1	-8	-16	2	-0.1	2	-2	-2	0	1.0	-2.0
Cc1ccc(Cl)cc1N1CCN(CC(=O)NC2CCCc3ccccc32)CC1 (centres undefined)	-6	-3	3	-0.3	5	-13	1	-2	5.7	-0.1
CC1=C(C)C(=O)N(C(C)CCc2ccccc2)C1=O (centres undefined)	11	-8	-3	0.3	-5	-1	1	6	-0.1	-0.2
O=C(NCc1ccccc1)c1cc(S(=O)(=O)N2CCOCC2)ccc1F	-49	-2	3	-1.5	-26	-2	-2	-7	0.7	-1.4
COc1ccc(NC(=O)COC(=O)CCC2CCCC2)c(OC)c1	-18	-8	3	0.4	-11	0	-1	-3	0.2	-0.4
Cc1nc2c(sc3nc(N4CCOCC4)c4c(c32)CC(C)(C)OC4)c(-c2ccccc2)c1C(=O)O	-46	-13	-29	-1.6	-7	-7	0	-2	2.6	0.2
COCCSc1nnc(NC(=O)c2ccc(NC(C)=O)cc2)s1	3	-5	1	2.9	-5	2	0	-2	0.1	-0.1

Overlap with the part before: two entries, then new ones.
SMILES	NRP1-CendR mod	Scp1 inh	SUMO1-SIM PPI	MsrA inh	eLon inh	DNMT1 block	STEP inh	MsrA act	LMPTP block	Tb MetRS inh
Cc1nc2c(sc3nc(N4CCOCC4)c4c(c32)CC(C)(C)OC4)c(-c2ccccc2)c1C(=O)O	-46	-13	-29	-1.6	-7	-7	0	-2	2.6	0.2
COCCSc1nnc(NC(=O)c2ccc(NC(C)=O)cc2)s1	3	-5	1	2.9	-5	2	0	-2	0.1	-0.1
Cc1cc(OCc2cc(C(=O)N(C)C(C)c3ccccn3)no2)cc(C)c1Cl (centres undefined)	0	-3	5	0.0	-1	-7	8	0	3.2	-0.1
CNc1snc(C)c1C(=O)OC(C)C(=O)Nc1ccccc1 (centres undefined)	12	-5	3	-0.5	-6	-6	1	-3	-1.3	0.4
O=C(NCc1cccnc1)Nc1ccccc1	-2	-2	-1	-0.6	-4	13	0	-5	-1.2	0.2
COc1ccc(NC(=O)CCNS(=O)(=O)c2cccc3nsnc23)c(OC)c1	8	-3	-27	0.5	-4	1	0	-3	2.4	0.1
O=C1c2cccc3cccc(c23)C(=O)N1c1ccncc1	8	-3	-26	-0.1	5	7	2	-4	-1.2	0.4
O=C(NCc1nnnn1-c1ccc(Cl)cc1)c1ccc2c(c1)OCO2	-4	/	6	1.4	-3	5	-3	-3	-0.2	-0.4
Cc1cccc(C=NOCCc2ccccc2)n1	16	3	1	0.6	-10	6	0	-4	-0.9	0.1
Cc1cccn2c(=O)c(C=O)c(Nc3ccccc3)nc12	0	-5	2	/	1	9	-2	-2	0.8	-0.4
COc1cc(CNn2cn[nH]c2=S)ccc1OCC(=O)NC(C)(C)C	10	-7	0	-1.4	-6	0	1	2	-26	-0.6
Cc1ccc(C(=O)N2c3ccccc3OCC2C)cc1 (centres undefined)	9	-13	5	0.2	-6	-3	-2	-2	-1.5	-0.8
Cc1ccc(C(=O)Nc2ncccc2O)o1	5	-1	-6	0.1	4	7	0	-14	2.4	-0.5
COc1ccc(NC(=O)C(NCC(C)C)c2ccccc2)cc1Cl (centres undefined)	12	-3	-1	-1.7	-9	-3	-3	-3	-0.9	-0.8
CCC1Oc2ccccc2N(CC(=O)NCCCN2CCC(C)CC2)C1=O (centres undefined)	-15	-6	21	-0.5	-7	-2	-8	1	-0.5	-0.1
CCOC(=O)N1CCN(CCC(=O)Nc2ccc(C)cc2)CC1	8	-5	2	0.5	-7	-3	-4	-2	-3.8	0.1
O=C(NC1(C(F)(F)F)NC(=O)N(c2ccc(F)cc2)C1=O)c1ccncc1 (centres undefined)	6	-2	-2	-1.3	3	-1	0	-3	-1.5	0.3
O=C(O)CCn1cc(/C=C/C(=O)c2ccc(Cl)cc2)c(-c2ccc(Br)cc2)n1	-30	-24	4	2.7	4	10	2	-6	1.2	0.1
O=C(O)/C=C/c1ccc(S(=O)(=O)Nc2ccc(OCc3ccccc3)cc2)cc1	1	-4	9	-0.2	8	-1	0	-3	0.6	-0.1
COc1ccc(C(C)(C)C)cc1NC(=O)CCn1[nH]c(=O)ccc1=O	-10	-1	-1	0.7	8	5	-1	0	-1.5	-0.2
CCN(c1ccccc1)S(=O)(=O)c1ccc(C(=O)Nc2ccc(C)cn2)cc1	9	-7	-1	0.3	2	1	0	-2	0.1	-0.3
O=C(CN(Cc1ccccc1)C(=O)c1ccc2c(c1)OCCO2)NCc1ccc2c(c1)OCO2	12	-10	-1	0.0	-3	0	2	-3	-1.0	-0.6
COC(=O)c1sccc1NC(=O)c1ccc(OC)c(OC)c1	2	-9	9	0.2	3	-3	1	-2	0.4	-0.9
CCc1ccc(OCc2nnc(SCC(=O)N3CCN(c4ccccc4)CC3)o2)cc1	6	-3	2	-1.1	3	2	5	-1	-0.1	0.2
COC(=O)CNC(=O)/C=C/c1cc(Br)ccc1OC	0	-7	-7	0.5	-3	-1	6	-5	-1.6	-0.6
N/C(=N\OC(=O)c1cccs1)c1ccccc1	2	-1	0	-0.9	6	2	-4	-9	0.3	-0.4
COc1ccc(OCCCC(=O)NNC(=O)CCN2CCN(c3ccccc3)CC2)cc1	0	-7	2	-0.5	-7	-1	-1	2	-0.1	-0.1
SMILES	NRP1-CendR mod	Scp1 inh	SUMO1-SIM PPI	MsrA inh	eLon inh	DNMT1 block	STEP inh	MsrA act	LMPTP block	Tb MetRS inh
O=C(NC(=S)Nc1ccc2[nH]c(=O)[nH]c2c1)c1ccccc1Cl	8	-12	-1	0.7	6	1	1	-4	0.1	0.3
COc1ccc(C(C(=O)NCc2ccccc2)n2c(-c3ccccn3)nc3ccccc32)cc1 (centres undefined)	7	/	-2	0.3	/	/	/	/	0.4	-0.5
COC(=O)c1c(C)[nH]c(C)c1-c1cccc([N+](=O)[O-])c1	7	-10	-8	2.9	-2	0	0	-2	0.4	-0.5
COC(=O)c1ccc2c(c1)C(C)(C)C(/C=C/c1ccc(OC)c(OC)c1OC)=[N+]2C	-16	96*	0	1.6	-14	-1	-6	-5	-2.0	-1.0
CCOC(=O)C1=CCN(S(=O)(=O)c2ccccc2Cl)C1c1ccccc1 (centres undefined)	10	/	4	-0.7	2	-5	1	-3	0.9	-0.3
O=C(CNC(=O)c1ccccc1F)NCCc1ccccc1F	-2	-5	-1	0.1	-14	1	0	-2	-0.8	0.3
C/C(=N\N1C(=O)CSC1=S)c1ccc(Br)cc1	-62	-12	4	0.8	-15	-1	2	-4	0.0	0.6
CCOC(=O)c1c(S(=O)(=O)NCC2CCN(Cc3cccc(F)c3)CC2)c(C)n(C)c1C	3	-3	5	1.1	2	-1	-2	-3	-0.6	-0.2
N#Cc1cccc(NC(=O)c2cc(C3CCCCN3C(=O)c3ccccc3)on2)c1 (centres undefined)	0	/	-3	-0.1	2	0	-3	-8	-0.9	-0.1
Cc1cc(C)c(S(=O)(=O)Nc2cnc3ccccc3c2)c(C)c1	4	2	-1	-0.8	-7	-5	-2	-1	1.6	0.6
NS(=O)(=O)c1cccc(NC(=O)COC(=O)CNC(=O)c2ccc(-c3ccccc3)cc2)c1	-8	-6	-2	0.3	-8	-8	2	-3	1.2	-0.3
Cc1c(C)c2c(OCC(=O)N3CCC[C@H]3C(=O)O)cc3c(c2oc1=O)CCC(C)(C)O3	5	7	-2	3.1	2	-1	1	-2	-0.1	0.0

3 entries from above, with values under each structure:
Sequence of screens – NRP1-CendR mod, Scp1 inh, SUMO1-SIM PPI, MsrA inh, eLon inh, DNMT1 block, STEP inh, MsrA act, LMPTP block, Tb MetRS inh
CCOC(=O)c1c(S(=O)(=O)NCC2CCN(Cc3cccc(F)c3)CC2)c(C)n(C)c1C
 : 3, -3, 5, 1.1, 2, -1, -2, -3, -0.6, -0.2
COC(=O)c1c(C)[nH]c(C)c1-c1cccc([N+](=O)[O-])c1
 : 7, -10, -8, 2.9, -2, 0, 0, -2, 0.4, -0.5
O=C(NC(=S)Nc1ccc2[nH]c(=O)[nH]c2c1)c1ccccc1Cl
 : 8, -12, -1, 0.7, 6, 1, 1, -4, 0.1, 0.3
